# Source: PubChem (National Center for Advancing Translational Sciences (NCATS))
# PGK inhibitor = T. brucei PGK inhibition; AID 602233; 380,000 tested, 0.043% active; Potency, µM (doses to about 57.5 µM), without a hit: top-dose activity change, negative = inhibition, usual class: inhibitors; P07378; PGK/GAPDH coupled, Kinase-Glo luminescence, 60 min; also: % is scaled to controls: 0 for no effect and ±100 for the full control effect; nearly all actives have a fitted effect of over 60% in size
#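 Recombinant glycosomal PGK reaction used 1,3-bisphosphoglycerate generated in-well by GAPDH (100nM final) in 100mM TEA pH 7.6, 5mM MgCl2, 0.01% Tween-20. After 60 minutes at room temperature, ATP was read by Kinase-Glo Plus luminescence end-point.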
# JMJD2A Tudor inh = blocks the human JMJD2A Tudor domain; AlphaScreen JMJD2A-Tudor / H3K4me3 peptide binding; Potency, µM (series often up to 114 µM), for the others: at the highest dose activity change, negative = inhibition, most hits filed as inhibitors; 390,000 tested, 4.4% active; AID 504339; also: % is scaled to controls: 0 for no effect and ±100 for the full control effect; nearly all actives have a fitted effect of over 50% in size
# ERG Ets-DNA blk = inhibitors of human ERG Ets domain-DNA interaction | P11308 | fluorescence polarization, His-ERG Ets domain / labelled DNA | Potency, µM (titrated, usually from 76.9 µM), for inactives: top-dose FP activity, negative = inhibition, most hits filed as inhibitors | 370,000 tested, 0.028% active; active = well fitted inhibition curve with a large enough effect in the polarisation, with a control signal flat; inconclusive = small, poorly fitted or top-dose-only effect, or effect the other way, or a change in a side signal; inactive = no such curve, though single readings can be large or run the other way; the % refers to the polarisation;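 also: polarization taken with two DNA probes labelled with fluorescein and Texas red; % of control where 0% means no effect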
#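 His-tagged ERG Ets domain (1 uM in the protein solution; 300mM KCl, 50mM Tris-HCl, 1mM EDTA, 1mM DTT, pH 7.5) received compound, then a probe mix of 5 nM fluorescein-DNA and 100nM Texas-615-DNA. Fluorescence polarization was read for both dyes.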
# GLS inh = glutaminase GLS (human) inhibition; O94925; GLS enzymatic activity, qHTS titration; Potency, µM (series often up to 45.5 µM), for the others: top-dose activity change, negative = inhibition, most hits filed as inhibitors; 410,000 tested, 0.21% active; AID 624170; also: % is scaled to controls: 0 for no effect and ±100 for the full control effect
#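 Compounds were pin-transferred onto hKGA, after which L-glutamine (1 mM solution) and a detection mix of glutamate oxidase, HRP and Amplex Red were added. Initial and 30 min RT fluorescence reads were collected.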
# 12-LOX inh = ALOX12 (human) lipoxygenase inhibition | P18054 | purified 12hLO, xylenol orange hydroperoxide absorbance | Potency, µM (highest dose often 108 µM), inactives show at the highest dose activity change, negative = inhibition, hits mostly inhibitors | 580,000 tested, 1.1% active; also: % is scaled to controls: 0 for no effect and ±100 for the full control effect
# Target sequence (P18054 whole entry, looked up): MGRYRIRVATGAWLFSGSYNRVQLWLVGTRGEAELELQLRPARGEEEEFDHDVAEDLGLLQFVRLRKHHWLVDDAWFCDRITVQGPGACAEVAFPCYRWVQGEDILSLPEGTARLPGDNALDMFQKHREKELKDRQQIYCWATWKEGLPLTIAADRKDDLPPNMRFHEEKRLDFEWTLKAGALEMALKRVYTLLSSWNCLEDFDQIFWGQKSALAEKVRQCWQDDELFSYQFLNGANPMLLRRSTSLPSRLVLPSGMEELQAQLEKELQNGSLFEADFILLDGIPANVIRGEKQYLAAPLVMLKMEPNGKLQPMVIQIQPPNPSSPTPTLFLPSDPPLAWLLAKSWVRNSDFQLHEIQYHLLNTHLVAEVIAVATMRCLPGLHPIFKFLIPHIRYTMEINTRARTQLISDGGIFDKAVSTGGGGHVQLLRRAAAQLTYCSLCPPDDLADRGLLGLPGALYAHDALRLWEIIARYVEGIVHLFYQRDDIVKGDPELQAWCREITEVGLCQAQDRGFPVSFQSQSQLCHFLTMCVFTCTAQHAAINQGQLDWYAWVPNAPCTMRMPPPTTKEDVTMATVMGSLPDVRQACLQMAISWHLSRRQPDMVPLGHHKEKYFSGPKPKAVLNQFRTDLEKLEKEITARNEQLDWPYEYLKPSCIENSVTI
#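 Hydroperoxide product was detected by ferrous iron/xylenol orange as the 573 to 405 nm absorbance ratio. Arachidonic acid at 40 uM (final) was turned over for 30 min at room temperature by 150 nM human 12hLO, pH 7.0 Hepes buffer, after 15 min compound preincubation.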
# RGS4 inhibitor = human RGS4 inhibition; AID 504845; Transcreener GDP fluorescence polarization, RGS4-accelerated GTP hydrolysis; P49798; 390,000 tested, 0.039% active; Potency, µM (top dose mostly 114 µM), for the others: at the highest dose activity change, negative = inhibition, actives largely listed as inhibitors; also: % is scaled to controls: 0 for no effect and ±100 for the full control effect; nearly all actives have a fitted effect of over 75% in size; some results filed as inactive show a strong effect at the top dose
#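 MLSMR compounds (23 nl, pin-transferred) preincubated 10 min at room temperature with a 500nM (2x) first reagent, then RGS4 at 900nM (2x) plus Transcreener GDP mix added; fluorescence polarization (620/688 nm) read before and after 90 min at 30 °C.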
# Pin1 inh = human Pin1 inhibition | Potency, µM (titrated, usually from 115 µM), for the others: at the highest dose activity, negative = inhibition, usual class: inhibitors | Q13526 | Pin1 FP peptide displacement, HiFluor488, 10 min | AID 504891 | 390,000 tested, 0.009% active; active = well fitted inhibition curve with a large enough effect in the polarisation, with a control signal flat, not every such curve was filed as active; inconclusive = small, poorly fitted or top-dose-only effect, or effect the other way, or a change in a side signal; inactive = no such curve, though single readings can be large or run the other way; the % refers to the polarisation; also: % is scaled to controls: 0 for no effect and ±100 for the full control effect
# Target sequence (Q13526 whole entry, looked up): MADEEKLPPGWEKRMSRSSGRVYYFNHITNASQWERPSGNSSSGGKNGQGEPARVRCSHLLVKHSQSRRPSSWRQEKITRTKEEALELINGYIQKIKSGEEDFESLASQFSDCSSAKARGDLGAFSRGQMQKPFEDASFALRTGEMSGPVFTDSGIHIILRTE
# HP1b binding inh = HP1-beta chromodomain-methylated histone interaction inhibition. P83916. AlphaScreen HP1-beta / biotin-H3K9me3 peptide binding. Potency, µM (titrated, usually from 114 µM), without a hit: top-dose activity change, negative = inhibition, usual class: inhibitors. 390,000 tested, 0.56% active; also: nearly all actives have a fitted effect of over 70% in size; inactives centre near 23
# Target sequence (P83916 whole entry, looked up): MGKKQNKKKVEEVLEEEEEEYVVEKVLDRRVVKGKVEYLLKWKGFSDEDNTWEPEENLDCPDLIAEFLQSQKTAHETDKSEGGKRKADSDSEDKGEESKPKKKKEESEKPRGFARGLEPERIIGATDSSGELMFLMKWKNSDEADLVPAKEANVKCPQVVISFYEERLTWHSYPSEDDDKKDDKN
#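 HP1-beta protein (50 nM final) preincubated 30 min at room temperature with biotinylated H3(1-18)K9me3 peptide (50 nM) in PBS pH 7.4, 0.01% Tween-20, then compound added for 30 min. AlphaScreen streptavidin donor/nickel chelate acceptor beads (10 ug/mL final), 30 min dark, luminescence read.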
# rTrxR1 inhibitor = rat TrxR1 inhibition | Potency, µM (doses to about 114 µM), for inactives: at the top dose activity change, negative = inhibition, hits mostly inhibitors | recombinant rTrxR1, NADPH fluorescence consumption, selenite substrate | O89049 | 390,000 tested, 1% active; also: % is scaled to controls: 0 for no effect and ±100 for the full control effect; nearly all actives have a fitted effect of over 65% in size
#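 Rat TrxR1 (90 nM in the dispensed reagent) was pre-reduced with 400 uM NADPH for 5 min at room temperature, then incubated with compound for 15 min. After 400 uM selenite was added, NADPH fluorescence (Ex 340/Em 450 nm) was followed for 8 min.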
# Active calls of the source: *; i = inactive; ? = inconclusive; . = not tested or not shown; & = joins results of further samples; [ ] = another dose, or the depositor's remark. Unless noted, calls follow the shape of the dose curve; as a rule, active = well fitted curve in the direction sought with a large enough effect; inconclusive = small, poorly fitted or top-dose-only effect, or another doubt; inactive = no such curve, though single readings can be large; an effect the other way counts as inactive or inconclusive. Potency is read from the fitted curve at half-maximal effect. An excerpt; the hit share may differ from the screen's.
SMILES,PGK inhibitor,JMJD2A Tudor inh,ERG Ets-DNA blk,GLS inh,12-LOX inh,RGS4 inhibitor,Pin1 inh,HP1b binding inh,rTrxR1 inhibitor
COc1ccc(-c2cccc(C(=O)Nc3ccc(C)cc3)c2)cc1,3%,-12%,-1%,1%,0%,-2%,-1%,7%,13%
C=C(C)COc1ccc(-c2ncncc2-c2ccccc2OC)c(O)c1,-5%,-13%,11%,10%,14%,4%,-5%,32%,3%
O=C1CC(c2ccccc2Cl)CC(O)=C1C=NCCCO (configuration not stated),6%,-3%,-4%,0%,-18%,14%,-2%,47%[activator],15%
COc1ccccc1OC(=O)c1ccc(SC)cc1OC,i,20%,5%,-2%,-20%,21%,?,61%,22%
CCCCn1c(N)c(C(=S)NC(=O)CC(C)(C)C)c(=O)n(C)c1=O,3%,?,-1%,0%,?,-2%,-3%,18%,40µM*
CCOC(=O)c1c(NC(=O)/C(C#N)=C/c2ccccc2)sc2c1CCC2,-1%,-26%,-3%,2%,2%,-10%,10%,15%,-4%
Cc1cccc(C(=O)NC(=S)Nc2ccccc2C(=O)O)c1,i,-25%,4%,0%,40µM*,-35%,-6%,?,-22%
CCCCN1C2CCCC1CC(NC(=O)C1CCCCC1)C2 (configuration not stated),-9%,-3%,0%,-5%,0%,-11%,-1%,13%,5%
NS(=O)(=O)c1ccc(CNC(=O)Cc2cccs2)cc1,-19%,?,-1%,4%,41%[activator],-18%[56.9 µM],-15%,18%,-21%
O=C(CCn1c(=O)[nH]c2ccccc2c1=O)N1CCN(c2ccc(Cl)cc2)CC1,5%,-12%[57.1 µM],0%,12%,25%,-64%[56.9 µM],-9%,-4%,-8%

# Looked up above.
# Result of CCCCN1C2CCCC1CC(NC(=O)C1CCCCC1)C2 (configuration not stated) under 12-LOX inh: 0%
# Result of COc1ccc(-c2cccc(C(=O)Nc3ccc(C)cc3)c2)cc1 under rTrxR1 inhibitor: 13%
# Result of O=C1CC(c2ccccc2Cl)CC(O)=C1C=NCCCO (configuration not stated) under Pin1 inh: -2%
# Result of Cc1cccc(C(=O)NC(=S)Nc2ccccc2C(=O)O)c1 under JMJD2A Tudor inh: -25%

# Remaining list, next part:
SMILES,PGK inhibitor,JMJD2A Tudor inh,ERG Ets-DNA blk,GLS inh,12-LOX inh,RGS4 inhibitor,Pin1 inh,HP1b binding inh,rTrxR1 inhibitor
Cc1cc(C)cc(NC(=O)C(NS(=O)(=O)c2cccc3nsnc23)c2ccccc2)c1 (configuration not stated),-1%,?,2%,0%,-26%,-1%,9%,-8%,11%
COc1ccc(NC(=O)N2CCC(CO)(CC3CCCCO3)CC2)c(OC)c1 (configuration not stated),-6%,12%,-5%,-15%,?,-15%,0%,26%,12%
COc1ccc(OC)c(-c2nc(C(=O)NCC3CCCO3)cc3c2[nH]c2ccccc23)c1 (configuration not stated),i,?,-10%,2%,2%,-7%,45%[activator],3%,25%
CCOC(=O)C1=C(CN2CCC(C(=O)OCC)CC2)NC(=O)NC1c1ccc(Cl)cc1 (configuration not stated),6%,-34%,-1%,0%,?,23%,-3%,16%,7%
COCCCNC(=O)CCn1nc(-c2ccc(Cl)cc2)ccc1=O,-3%,-13%,-3%,-6%,24%,19%,-2%,35%,2%
Cc1nc2cc(NC(=O)N3c4ccccc4CC3C)ccc2n1C (configuration not stated),-4%,3%,.,-4%,4%,-6%,0%,5%,18%
Cc1ccccc1-n1c(SCc2c(C)noc2C)nnc1-c1c[nH]c2ccccc12,-5%,-34%,2%,-2%,10%,2%,2%,11%,-9%
COC(=O)c1scc(-c2ccc(C)cc2)c1S(=O)(=O)N1CCN(c2ccccc2)CC1,0%,-29%,2%,11%,-25%,29%,-4%,-6%,16%[57.1 µM]
CCOC(=O)c1cccc(NC(=O)c2cc3cc4ccc(C)cc4nc3o2)c1,-11%,-6%,4%,1%,?,-4%,2%,25%,13%
CC1(C)CC(=O)N(c2ccc(Cl)cc2Cl)C(=O)C1,-4%,-10%,-18%,-1%,0%,18%,-5%,23%,19%[57.1 µM]
CN(c1ccc(C(=O)NCC2CCCO2)cc1)S(C)(=O)=O (configuration not stated),8%[11.5 µM],-11%,.,-5%,-15%[57.4 µM],-1%,-2%,45%[activator],11%
CC(NC(=O)c1ccc(NC(=O)c2nsc3ccccc23)cc1)c1ccccc1 (configuration not stated),-9%,0%,-2%,1%,8%,11%,-2%,23%[57 µM],7%[57.1 µM]
O=C(CSc1ncn[nH]1)Nc1ccc(Br)cc1F,-2%,-5%,-4%,0%,-2%,-2%,-11%,38%,13%[57.1 µM]
Cn1cccc1-c1cc(C(=O)N/N=C/c2ccc([N+](=O)[O-])cc2)[nH]n1,5%,-16%,4%,13%,-26%,22%,-10%,8%,-4%
COCCNC(=O)Cn1c(=O)n(CCCCCC(=O)NCc2ccccc2Cl)c(=O)c2sccc21,-2%,-6%,-2%,8%,-3%,-26%,5%,36%[activator],7%
CCc1nnc(SCc2cc(C)ccc2C)c2cc3sc(C)cc3n12,-5%,3%,1%,7%,-21%,-26%,-15%,44%[activator],-32%
Oc1ccc2nc(Cc3ccccc3)[nH]c2c1,0%,-16%,3%,25%,-20%,-12%,-8%,68%[activator],-21%
COc1ccc(C2C(C(N)=O)=C(C)Nc3nc(-c4ccccc4)nn32)cc1OC (configuration not stated),-10%,-11%,-9%,17%,93%[activator],-4%,-2%,38%,8%[57.1 µM]
COc1ccc(-c2c[n+](CC(=O)N3c4ccccc4Sc4ccccc43)c3n2CCC3)cc1,-8%,-29%,9%,2%,?,29%,1%,-6%,3%[57.1 µM]
O=C(CC1C(=O)NCCN1CCCc1ccccc1)NCCc1ccccc1Cl (configuration not stated),0%,-28%,-1%,18%,-14%,-9%,6%,34%,-5%

# In another format: 5 of the compounds above
# Below each compound – PGK inhibitor | JMJD2A Tudor inh | ERG Ets-DNA blk | GLS inh | 12-LOX inh | RGS4 inhibitor | Pin1 inh | HP1b binding inh | rTrxR1 inhibitor
- COc1ccc(OC)c(-c2nc(C(=O)NCC3CCCO3)cc3c2[nH]c2ccccc23)c1 (configuration not stated)
  i | ? | -10% | 2% | 2% | -7% | 45%[activator] | 3% | 25%
- CCOC(=O)C1=C(CN2CCC(C(=O)OCC)CC2)NC(=O)NC1c1ccc(Cl)cc1 (configuration not stated)
  6% | -34% | -1% | 0% | ? | 23% | -3% | 16% | 7%
- COCCCNC(=O)CCn1nc(-c2ccc(Cl)cc2)ccc1=O
  -3% | -13% | -3% | -6% | 24% | 19% | -2% | 35% | 2%
- Cc1nc2cc(NC(=O)N3c4ccccc4CC3C)ccc2n1C (configuration not stated)
  -4% | 3% | . | -4% | 4% | -6% | 0% | 5% | 18%
- Cc1ccccc1-n1c(SCc2c(C)noc2C)nnc1-c1c[nH]c2ccccc12
  -5% | -34% | 2% | -2% | 10% | 2% | 2% | 11% | -9%

# The list continues:
SMILES,PGK inhibitor,JMJD2A Tudor inh,ERG Ets-DNA blk,GLS inh,12-LOX inh,RGS4 inhibitor,Pin1 inh,HP1b binding inh,rTrxR1 inhibitor
COc1cccc(C2=NOC(C(=O)N3CCOCC3)C2)c1 (configuration not stated),-3%,-9%,-1%,2%,-28%,-4%,-1%,33%,10%
CCN(CC)CCNC(=O)CS(=O)Cc1nc(-c2ccccc2Cl)oc1C (configuration not stated),-2%,-4%,-3%,7%,-2%&-4%,-9%,-8%,11%,15%
CCOc1ccc(CC(=O)NNC(=S)Nc2ccc(OC)c(OC)c2)cc1,8%,-6%,17%,-9%,?,-14%,-3%,31%,-19%
Cn1c(=O)c2c(nc(CN3CCN(c4ccc(F)cc4)CC3)n2CCN2CCOCC2)n(C)c1=O,6%,-4%,-6%,23%,-1%,18%,4%,20%,-6%
CCOC(=O)c1c(C)[nH]c(C)c1S(=O)(=O)N(C)CC(=O)N1CCN(c2ccccc2)CC1,-5%,-26%,1%,2%,-21%,-2%,1%,-19%,29%[57.1 µM]
COc1ccc(CCNC(=O)c2ccc(CNS(=O)(=O)c3ccccc3)cc2)cc1OC,-4%,-26%&-13%,3%&5%,3%&11%,-17%&24%,-6%&17%,0%&-1%,37%&2%,19%
CCOC(=O)C(Cc1ccccc1)NC(=O)CNC(=O)CNC(=O)OCc1ccccc1 (configuration not stated),-4%,-14%,9%,0%,-12%,-9%,?,7%,21%[57.1 µM]
N#CCC(=O)Nc1ccc(C(=O)OCC(=O)NC(=O)Cc2ccccc2)cc1,7%,-6%,-5%,2%,-16%,14%,3%,14%,6%
COc1ccc(/C=C/S(=O)(=O)NCc2ccccc2)cc1OC,-5%,-8%,7%,2%,-4%,5%,-1%,9%,9%[57.1 µM]
Cc1cc(NC(=O)CSc2nnnn2-c2ccc(C)c(C)c2)no1,19%,6%,-2%,-2%,-7%,8%,-2%,47%[activator],6%
C=CCC1(CC=C)CCCN1C(=O)c1cc(COc2ccc(C)nc2)on1,3%,9%,2%,6%,-5%,1%,3%,16%[57 µM],17%
O=C(COc1ccc(NC(=O)c2ccccc2[N+](=O)[O-])cc1)c1ccc(F)cc1,-10%,5%,4%,0%,-4%,5%,4%,39%,25%[57.1 µM]
COc1ccc(Cc2nnc(NC(=O)Nc3ccccc3OC)s2)cc1,3%,-9%,28%,9%,0%,18%[56.9 µM],?,50%[activator],4%
O=C(Cc1ccc(Br)cc1)NNC(=O)c1cccs1,-5%,-12%,-19%,15%,5%,-13%,-5%,32%,22%
